NR2E3 ag-1 – NR2E3 agonists in two-hybrid cells, primary screen, cell-based, luminescence, CHO-S, Gal4-NCOR/VP16-NR2E3. 360,000 tested, 0.35% active. AID 602229, 2012. inhibition of corepressor binding, % at 3.98 µM. luciferase;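 active = inhibition above the mean of all tested compounds plus 3 SD, cut at about 70% in these data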;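 note: 0% = DMSO with NR2E3 transfected cells and 100% = cells lacking NR2E3 construct; higher means lower luciferase signal from less NR2E3 corepressor binding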
Target sequence (Q9Y5X4 whole entry, looked up, the tested form may be a part): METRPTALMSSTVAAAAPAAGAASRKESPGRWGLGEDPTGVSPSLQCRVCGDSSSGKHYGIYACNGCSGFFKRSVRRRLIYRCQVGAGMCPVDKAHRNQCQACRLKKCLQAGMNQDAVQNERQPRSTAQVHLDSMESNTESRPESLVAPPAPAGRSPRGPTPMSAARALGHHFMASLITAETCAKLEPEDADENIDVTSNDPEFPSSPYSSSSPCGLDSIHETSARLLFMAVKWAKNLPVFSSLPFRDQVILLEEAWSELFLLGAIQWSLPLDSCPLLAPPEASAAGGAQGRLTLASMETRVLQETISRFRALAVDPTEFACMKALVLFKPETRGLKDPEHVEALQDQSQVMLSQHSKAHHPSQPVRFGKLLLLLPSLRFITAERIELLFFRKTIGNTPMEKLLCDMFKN
Peg3 prom inh – Peg3 promoter-driven luciferase inhibitors, primary screen, cell-based, HeLa, luciferase luminescence | HeLa PEG-Prom luciferase reporter, overnight | inhibition, % at 20 µM | 360,000 tested, 1.7% active;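 active = inhibition of at least 50% at 20 µM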
HIF-2a block – HIF-2a reporter inhibitors, primary screen, luminescence, 786-0 RCC cells; 786-0 RCC cells HIF-2a reporter, luciferase luminescence, overnight; inhibition, % at 18.8 µM; 360,000 tested, 0.72% active;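 active = inhibition of the luminescence signal of 40% or more relative to plate controls, in a single-dose primary screen at 18.75 µM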
TROY NFkB inh – inhibitors of TROY-driven NF-kB signaling, primary screen, Q293 LMP1-TROYcd cells, NF-kB luciferase, uHTS | inhibition, % at 10 µM | 360,000 tested, 0.98% active | Q293 LMP1-TROYcd NF-kB luciferase reporter, 4 h;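 active = compounds whose plate-normalised and pattern-corrected inhibition of the luciferase reporter signal at the single screening dose is 50% or more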
CF NFkB block – inhibitors of PAF-induced NF-kB signaling, primary screen, cell-based, GFP fluorescence, uHTS | KKLEB NF-kB-GFP reporter, GFP fluorescence overnight | AID 588850, 2011 | inhibition, % at 5 µM | 360,000 tested, 0.86% active;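 active = at least 50% inhibition at 5 µM, scaled per plate between neutral and stimulator controls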;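 note: PAF is a Pseudomonas aeruginosa culture filtrate used as stimulus; plate controls were PAF-stimulated DMSO wells for no effect and unstimulated DMSO wells for full effect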
KKLEB tox – cytotoxicity in KKLEB CF airway cells, primary screen, cytotoxicity control for CF NF-kB inhibitor project, cell-based, uHTS, fluorescence assay plates | KKLEB CF airway cells viability, ATPlite luminescence, overnight; active compounds read low; cells stimulated with P. aeruginosa culture filtrate | AID 602141, 2011 | activity change (cytotoxicity), % at 5 µM | 360,000 tested, 0.36% active;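 active = corrected activity change at or below -50% at 5 µM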
NR2E3 ag-2 – inhibitors of NR2E3-RetCOR corepressor binding, primary screen, NR2E3 agonist project, biochemical, TR-FRET, GST-NR2E3, biotin-RetCOR; AID 2300, 2010; 1536-well; 320,000 tested, 0.12% active; inhibition of corepressor binding, % at 4.78 µM; Photoreceptor-specific nuclear receptor (Homo sapiens), Q9Y5X4;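 active = percent inhibition above the cutoff of mean plus 3 SD of all tested compounds, set per screening campaign, cut at about 20% in these data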;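 note: 0% = DMSO wells and 100% = biotin wells as full block of FRET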
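Material: NR2E3–RetCOR corepressor complex / Incubation: Compound–protein incubation for 5 h at 4 °C / Dosing: compound at 4.8 µM, single dose / Detection: time-resolved FRET / Benchmarks: high control biotin, low control 0.6% DMSO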
TRAIL sens C8 – viability loss with TRAIL in NB7+C8 cells, primary screen, TRAIL sensitizer project, cell-based, ATPlite luminescence; inhibition (viability loss, TRAIL sensitization), % at 10 µM; 360,000 tested, 1% active; AID 624354, 2012;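 active = compounds causing at least 50% loss of cell viability in the single-dose screen, relative to plate controls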
Shn3 inh set2 – reduction of Shn3 3'UTR firefly luciferase signal, primary screen, Schnurri-3 inhibitor project, cell-based, Clone20 osteoblasts, set 2; Clone20 osteoblast Shn3 3'UTR firefly luciferase, 24 h; inhibition, % at 12.5 µM; 360,000 tested, 0.52% active;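 active = mean inhibition of at least 75% with every replicate also reaching 75%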;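 note: 0% = median of neutral control wells and 100% = pilot-screen positive control compound; some compounds past the cut are filed as inactive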
MITF TRPM1 inh – inhibitors of MITF-dependent TRPM1 promoter reporter, primary screen, cell-based, SK-MEL-5, single point, luciferase; SK-MEL-5 TRPM1 promoter luciferase, 24 h; inhibition, % at 12.5 µM; 330,000 tested, 0.83% active;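 active = mean inhibition across replicates of 60% or more, whatever share of single replicates reaches that level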; note: values of inactives mirror those of a sister screen read the other way
TWEAK-Fn14 inh – inhibitors of TWEAK-Fn14 signaling, primary screen, luciferase reporter cells, uHTS | 360,000 tested, 2% active | inhibition, % at 10 µM | TWEAK-stimulated Fn14 reporter cells, luciferase luminescence, 8 h; in the data active = inhibition above about 50%
* hit, by the source's call; . = not tested or not shown. An excerpt. The share of hits here may be higher or lower than overall.

Compound	MITF TRPM1 inh	TRAIL sens C8	TROY NFkB inh	CF NFkB block	NR2E3 ag-2	KKLEB tox	Shn3 inh set2	Peg3 prom inh	HIF-2a block	TWEAK-Fn14 inh	NR2E3 ag-1
COc1ccc(C(=O)NNC(=O)c2ccncc2)cc1[N+](=O)[O-]	1.4	-12.2	-6.0	5.3	1.6	-8.9	6.7	5.8	9.7	5.5	-9.7
CCC(=O)Nc1ccc(S(=O)(=O)N2CCc3ccccc3C2)cc1	20.3	7.2	3.6	4.6	1.8	-5.7	7.3	4.7	9.0	7.8	31.7
FC(F)(F)c1nc2ccccc2n2c(-c3ccc(Cl)cc3Cl)nnc12	3.7	11.7	10.5	16.4	2.6	-4.2	2.6	30.4	22.3	-1.8	-0.9
COc1ccc(/C=N/Nc2ccc([N+](=O)[O-])cc2S(=O)(=O)N2CCN(C)CC2)cc1	44.4	9.8	-11.4	-25.1	-0.9	-19.0	-9.4	31.8	5.6	-12.7	-14.8
C/C(=N\N1CCN(C)CC1)c1ccc(OC(F)F)cc1	-6.4	3.2	-9.0	-12.8	-0.2	18.7	-8.2	-22.3	-8.3	-12.0	-6.1
O=C(CS(=O)(=O)c1cn(Cc2cccc(F)c2)c2ccccc12)N1CCCCC1	-0.1	6.2	-1.3	5.0	1.0	-0.1	9.6	25.0	-1.6	-2.7	-18.1
O=C(COC(=O)COc1cc(Cl)c(Cl)cc1Cl)NC1CC1	8.7	-2.0	0.3	21.1	.	-5.0	2.9	5.9	16.7	-2.4	-10.3
Cc1cc(NC(=O)CCC(=O)N(c2ccccc2)C(C(=O)NC2CCCC2)c2ccccc2C)no1 (stereo not drawn)	0.7	1.0	-13.6	4.3	5.5	-4.1	11.9	11.6	19.4	5.6	-4.6
O=S(=O)(CCc1ccncc1)C1Cc2cccc3cccc1c23 (stereo not drawn)	-5.8	-10.6	7.2	12.7	2.4	-1.2	30.2	19.8	21.0	13.5	-20.9
CC(=O)NCCc1ccc(S(=O)(=O)Nc2ccc3c(c2)OCCO3)cc1	4.4	-7.8	43.3	10.3	2.0	6.8	10.1	-8.4	12.4	54.7*	9.7
CCOC(=O)N1CCN(CC(O)COCC2=CCC3CC2C3(C)C)CC1 (stereo not drawn)	-10.4	-2.4	8.1	-7.1	1.8	5.2	3.3	-8.5	1.3	-21.8	-15.6
Cc1cc(C)cc(-n2c(C)cc(/C=N/NC(=O)c3ccncc3)c2C)c1	2.4	-5.0	-15.8	18.3	1.3	-9.8	-6.2	14.2	2.8	11.7	11.3
O=C(O)Cc1ccc(NC(=O)c2cnccn2)cc1	-7.2	4.3	-3.7	8.0	-4.9	5.7	3.6	-0.8	14.9	-1.2	-24.8
O=C(c1cc(Cl)ccc1Cl)N1CCN(Cc2ccccc2)CC1	-2.9	-16.9	17.8	10.0	.	14.4	4.0	-2.5	22.9	-8.4	-3.4
Cc1ccc(C(=O)Nc2ccc(CC(=O)O)cc2)o1	12.0	9.4	-6.8	-6.4	-2.0	-0.6	-2.7	10.0	18.2	0.1	-9.9
CCCCn1c(Cn2nc(C(=O)O)c3ccccc3c2=O)nc2cc(S(N)(=O)=O)ccc21	-9.5	-5.4	-12.1	6.6	0.8	-0.1	8.5	-7.0	8.7	-14.8	-8.7
COc1ccc(N(CC(=O)Nc2cccc(SC)c2)S(C)(=O)=O)cc1	-26.3	13.9	-39.9	-3.6	1.8	8.0	-22.4	-92.4	-131.4	-46.4	-15.2
CCc1ccccc1NC(=O)CCN1C(=O)C2CC=CCC2C1=O (stereo not drawn)	3.5	-3.7	-11.1	3.9	-0.4	-0.9	-3.3	15.0	12.7	-2.5	-15.8
Cc1ccc(C)n1-c1ccc(C(=O)NN)cc1	13.0	6.4	-14.8	14.9	-0.6	4.8	-0.5	-9.2	11.6	11.8	-16.9
O=C(CS(=O)(=O)c1ccc(Cl)cc1)N1CCN(c2ccccc2)CC1	.	3.8	-1.5	1.4	.	-4.2	-3.4	4.0	0.4	-1.2	4.6

Pulled one by one from the list above (two):
Compound	MITF TRPM1 inh	TRAIL sens C8	TROY NFkB inh	CF NFkB block	NR2E3 ag-2	KKLEB tox	Shn3 inh set2	Peg3 prom inh	HIF-2a block	TWEAK-Fn14 inh	NR2E3 ag-1
CCOC(=O)N1CCN(CC(O)COCC2=CCC3CC2C3(C)C)CC1 (stereo not drawn)	-10.4	-2.4	8.1	-7.1	1.8	5.2	3.3	-8.5	1.3	-21.8	-15.6
CC(=O)NCCc1ccc(S(=O)(=O)Nc2ccc3c(c2)OCCO3)cc1	4.4	-7.8	43.3	10.3	2.0	6.8	10.1	-8.4	12.4	54.7*	9.7

Next section
Compound	MITF TRPM1 inh	TRAIL sens C8	TROY NFkB inh	CF NFkB block	NR2E3 ag-2	KKLEB tox	Shn3 inh set2	Peg3 prom inh	HIF-2a block	TWEAK-Fn14 inh	NR2E3 ag-1
COc1ccc(C(=O)N/C(=C\c2ccco2)C(=O)OCc2ccco2)cc1	-5.7	2.2	-10.9	2.2	0.5	7.4	-35.3	-22.5	-21.0	-4.5	-32.4
Cc1cc(C)n(CCCNC(=O)C(C)(C)Oc2ccc(Cl)cc2)n1	7.3	11.8	-8.0	1.8	4.2	-3.3	5.1	8.5	17.8	3.7	-7.2
CC1(C)Cc2c(C#N)c(SCC(=O)O)nc(N3CCOCC3)c2CO1	-16.0	5.5	3.3	4.5	-0.1	-24.6	7.4	4.9	20.7	-14.2	-35.8
Cc1ccn2c(NCc3ccccc3)c(-c3cccs3)nc2c1	-33.7	13.6	-20.9	-42.0	-2.1	-1.8	-37.5	-187.7	-231.1	-15.2	3.1
OC(COCc1ccc(Cl)cc1)CN1CCCCC1 (stereo not drawn)	1.1	13.3	2.8	-1.3	1.2	12.4	11.7	-4.7	10.8	-2.0	7.5
O=C(c1cc(-c2ccc(Cl)cc2)nc2ccccc12)N1CCC1	6.8	-3.9	-3.5	-14.7	1.7	9.6	2.5	-6.8	-18.3	-20.5	-15.3
CC1(C)COC2(OC1)C(=O)N(CN1CCOCC1)c1ccccc12	-6.1	-3.5	-46.1	-7.5	0.9	-8.0	-3.5	-8.5	-22.5	-4.9	-23.3
CCCNC(=O)CN1CCC(c2nc3ccccc3[nH]2)CC1	2.4	11.5	-8.5	6.1	0.2	8.6	-11.1	-11.4	-3.2	1.6	2.5
CCOc1ccc(C(=O)N2CCN(Cc3ccccc3)CC2)cc1OCC	2.8	-4.8	-11.5	15.4	.	-0.9	8.0	5.2	14.0	-13.9	8.1
Cc1ccc(S(=O)(=O)/N=C(/Nc2cccc(C(=O)O)c2)c2ccccc2)cc1	7.3	-3.4	13.5	4.4	0.5	1.5	11.7	11.5	0.3	-8.2	-7.7
COCCNC(=O)c1ccc(CS(=O)(=O)c2ccccc2C)o1	-0.8	-9.5	-6.6	6.8	2.8	1.9	8.1	13.8	17.9	-8.0	-0.3
COC(=O)C[C@@H]1C[C@@H]2c3cc(NC(=O)Cc4ccncc4)ccc3O[C@@H]2[C@@H](CO)O1	.	-16.1	-6.9	3.9	.	-6.1	-4.3	-2.7	5.9	17.4	0.3
Cc1cc(C(=O)CCC(=O)N2CCN(c3ccccc3F)CC2)c(C)s1	-1.2	-0.9	8.1	4.0	4.4	4.6	6.8	13.9	-1.3	9.2	-16.7
O=C(O)c1ccc(-n2cccn2)c([N+](=O)[O-])c1	7.9	-9.1	16.8	-2.3	4.9	6.3	-6.4	7.0	15.4	6.5	27.4
N#CCOC(=O)c1cc(S(=O)(=O)N2CCCCC2)ccc1N1CCOCC1	11.7	5.1	1.8	1.8	3.9	-5.1	-8.7	10.1	-0.9	4.6	-0.3
Cc1ccc(S(=O)(=O)Nc2cccc3ncccc23)cc1	-4.2	-9.8	-16.2	-4.1	0.1	2.4	-3.6	9.1	12.4	4.0	13.3
O=C(N/N=C/c1ccccc1F)c1csc2c1CCCC2	-75.4	20.9	-26.6	17.8	-0.4	-8.2	-51.4	-210.8	-196.8	23.7	-151.8
CC1(C)N=C2C(=[N+]1[O-])CCC/C2=N\O	-3.2	-6.1	0.7	-7.3	-2.4	-10.9	6.1	-7.6	7.6	6.5	-26.6
Cc1cccc(N2CCN(C(=O)c3cc4c(=O)[nH]c5ccccc5c4n3C)CC2)c1C	23.6	17.0	3.8	6.7	-3.1	-3.0	23.2	27.4	22.1	6.9	-10.4
Cc1ccc(-n2nc3c([n+]2[O-])CCc2c-3no[n+]2[O-])cc1	23.8	14.8	-3.8	-1.5	1.6	9.0	89.9*	2.4	-24.8	56.9*	-4.1
COc1cc(OC)c(C2SCCCS2)cc1OC	4.4	-7.8	13.2	-2.7	0.0	-1.0	5.0	11.1	8.5	11.5	-7.4
COCCNC(=O)c1ccccc1NC(=O)c1ccccc1N(C)S(C)(=O)=O	-6.5	-10.4	-2.1	2.9	4.4	1.9	-7.0	21.6	12.8	15.6	-3.3
O=C(CN1CCOCC1)Nc1ccc(Cl)cc1	-11.1	-19.3	2.6	-7.1	-0.6	0.4	21.2	-2.9	5.8	-4.2	-30.2

Bioassay records from PubChem.
